# TCR activator: activates T cell receptor signaling. primary human leukocytes, anti-CD3, IL-2 HTRF, 48 h. 330,000 tested, under 10 active. Potency, µM (top dose mostly 9.22 µM), for inactives: top-dose activation of IL-2 secretion, actives largely listed as activators; further: % of control where 0% means no effect
#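 Primary human leukocytes receive a-CD3 beads and test compound and are incubated 48 hr. Secreted IL-2 is then assayed by HTRF, measuring 665nm acceptor emission after 320nm excitation of the europium donor.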
# Eya2 phos inh: inhibitors of human Eya2 phosphatase activity; O00167; recombinant Eya2, OMFP fluorescence dephosphorylation (OMFP is methylfluorescein phosphate); Potency, µM (doses to about 76.9 µM), without a hit: at the highest dose activity, negative = inhibition, most hits filed as inhibitors; 0.006% of 330,000 active; AID 488837; further: potency means the concentration at half of the fitted maximal effect; on the % scale 0 is the no-effect control and ±100 the full control effect
#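 Eya2 (0.2 uM) preincubated 10 min at ambient with compound, then OMFP substrate added at 50 uM; 10 min reaction in 50 mM HEPES pH 7.5, 50 mM NaCl, 5 uM MgCl2, 0.05% BSA, 1 mM DTT. Fluorescence read at Ex 485/Em 525 nm.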
# KCNH2 WT inh: blocks the wildtype human KCNH2 potassium channel; Q12809; U2OS, BacMam KCNH2, thallium flux FluxOr; active compounds read low; activity change, % at 1.84 µM; 0.37% of 340,000 active; AID 720551;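 active means maximum activity change below -70%; inconclusive means maximum activity change between -70% and -50%; inactive means maximum activity change above -50%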; further: on the % scale 0 is the no-effect control and ±100 the full control effect
# Target sequence (Q12809 whole entry, looked up): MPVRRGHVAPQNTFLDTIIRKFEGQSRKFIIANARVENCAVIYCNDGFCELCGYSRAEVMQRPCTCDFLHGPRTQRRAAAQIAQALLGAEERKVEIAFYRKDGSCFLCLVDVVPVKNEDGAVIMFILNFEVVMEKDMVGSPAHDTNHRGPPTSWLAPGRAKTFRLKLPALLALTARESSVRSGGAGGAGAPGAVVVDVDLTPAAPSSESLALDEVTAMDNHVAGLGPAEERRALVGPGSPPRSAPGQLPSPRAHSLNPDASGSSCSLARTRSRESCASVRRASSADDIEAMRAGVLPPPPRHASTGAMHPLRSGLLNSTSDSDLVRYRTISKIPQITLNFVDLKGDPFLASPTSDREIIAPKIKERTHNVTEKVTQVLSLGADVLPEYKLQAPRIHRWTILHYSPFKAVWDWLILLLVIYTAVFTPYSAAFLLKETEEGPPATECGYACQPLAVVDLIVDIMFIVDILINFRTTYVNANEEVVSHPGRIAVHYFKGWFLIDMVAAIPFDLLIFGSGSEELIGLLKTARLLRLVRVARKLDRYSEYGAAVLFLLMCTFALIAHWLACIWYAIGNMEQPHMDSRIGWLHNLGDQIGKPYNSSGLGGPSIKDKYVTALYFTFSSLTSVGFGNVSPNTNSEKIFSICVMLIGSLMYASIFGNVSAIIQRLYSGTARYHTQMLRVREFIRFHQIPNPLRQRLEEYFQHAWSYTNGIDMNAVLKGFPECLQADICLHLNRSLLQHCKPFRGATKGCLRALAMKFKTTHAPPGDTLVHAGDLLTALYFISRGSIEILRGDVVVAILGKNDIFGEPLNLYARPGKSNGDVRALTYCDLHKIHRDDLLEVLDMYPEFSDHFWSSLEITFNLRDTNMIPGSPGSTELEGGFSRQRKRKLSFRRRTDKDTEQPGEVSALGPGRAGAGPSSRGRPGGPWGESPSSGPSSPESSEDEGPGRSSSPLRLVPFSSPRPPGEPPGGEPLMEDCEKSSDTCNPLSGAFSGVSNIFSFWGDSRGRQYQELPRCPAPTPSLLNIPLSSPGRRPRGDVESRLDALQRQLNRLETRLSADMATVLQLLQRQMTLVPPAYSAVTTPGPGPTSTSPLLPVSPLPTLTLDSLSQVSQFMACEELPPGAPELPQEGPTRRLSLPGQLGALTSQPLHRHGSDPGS
#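 U2OS cells transduced with wild-type KCNH2 virus are loaded with FluxOr dye for 45 min, and thallium flux is measured in kinetic reads before and after stimulation buffer. Rate constants are normalized to DMSO controls.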
# USP2a block: USP2a (human) protease inhibition | O75604 | USP2 core, Ub-CHOP2 coupled fluorogenic reporter, 485/531 | Potency, µM (top dose mostly 38.3 µM), inactives show at the highest dose activity change, negative = inhibition, actives largely listed as inhibitors | 0.01% of 330,000 active | AID 463254;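 further: potency means the concentration at half of the fitted maximal effect; plate controls were DMSO wells for no effect and full inhibition by NEM control for full effect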
#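 Cell-free coupled assay: 10nM USP2 core preincubated 30min RT with compound in Tris-HCl pH 8.0/CaCl2/CHAPS buffer, then 25nM Ub-CHOP2 and 25nM reporter substrate; fluorescence (Ex 485/Em 531) read after 60min RT, normalized to NEM inhibition, concentration-response curves fitted.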
# TSHR antag: human thyrotropin receptor antagonism; TSHR-expressing cells, TSH-stimulated cAMP HTRF, 2 h; active compounds read low; activity change, negative = inhibition, % at 11.5 µM; 0.2% of 330,000 active; AID 504810;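 active means activity change below a set negative limit, meaning inhibition stronger than a set level, cut at about -70% in these data; inconclusive means activity change between two set negative limits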; further: on the % scale 0 is the no-effect control and ±100 the full control effect
#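 Competitive HTRF cAMP read-out (cryptate anti-cAMP antibody, cAMP-d2; 30 min, room temperature) in freshly harvested TSHR cells. Compounds added before TSH at EC80 (4nM final), followed by 2 hours' incubation at 37 deg C.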
# KCNH2 3.1 block: blocks the human KCNH2 3.1 channel isoform; 0.95% of 340,000 active; activity change, % (tested at about 1.8 µM); U2OS KCNH2 3.1, thallium flux FluxOr; active compounds read low;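 active means maximum activity change below -70%; inconclusive means maximum activity change from -70% to -50%; inactive means maximum activity change above -50%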;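 further: thallium influx rate constant from kinetic fluorescence after stimulation buffer; on the % scale 0 is the no-effect control and ±100 the full control effect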
#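 Measured as rate of thallium-driven FluxOr signal in transduced U2OS cells carrying the 3.1 channel, read kinetically for 2 min upon stimulation; values are rate constants scaled to DMSO control wells.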
# ELG1 repair inh: blocks ELG1-dependent DNA repair in HEK293T cells. Potency, µM (highest dose often 46.1 µM), inactives show at the highest dose activity change, negative = inhibition, hits mostly inhibitors. 2.3% of 330,000 active. HEK293T ELG1-luciferase reporter, luminescence, 16 h; DNA damage induced by 5-fluorouridine; further: potency means the concentration at half of the fitted maximal effect; on the % scale 0 is the no-effect control and ±100 the full control effect; nearly all actives have a fitted effect of over 55% in size
#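 Reporter activity after DNA damage by 5-fluorouridine is monitored. Compound-treated cells incubate 16 hr at 37 °C, then ONE-Glo is added for 30 min before luminescence reading.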
# AT treatment: candidate therapy for ataxia-telangiectasia. […] A-T fibroblasts, KAP-1 phosphorylation AlphaLISA; neocarzinostatin DNA damage 30 min before lysis. Potency, µM (highest dose often 57.5 µM), without a hit: at the top dose activation, hits mostly activators. 0.19% of 320,000 active; further: potency means the concentration at half of the fitted maximal effect; % of control where 0% means no effect; nearly all actives have a fitted effect of over 45% in size
#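 ATM-like activity read as KAP-1 phosphorylation via AlphaLISA donor/acceptor antibody pairs after lysis and 6 hr at 25C. Cells were ATM-null patient fibroblasts ([…], hTERT), dosed 60 min, then exposed to the DSB inducer NCS for 30 min.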
# TRPV1 agonist: agonists of human vanilloid receptor 1 (TRPV1); Q8NER1; TRPV1-expressing cells, Fluo-8 calcium influx, agonist mode; activation, % at 8.33 µM; 0.19% of 320,000 active; in the data active means activation above about 80%; inconclusive means between about 30% and that limit; further: 0% is about no effect
#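 Cells expressing TRPV1 were dye-loaded with Fluo-8 and read kinetically: 10 s baseline, 3 min after compound (agonist portion), then 2 min after EC20 capsaicin (allosteric enhancer portion). Calcium-bound dye fluorescence at 480/520 nm.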
# Mito fusion act: blocks mitochondrial division or promotes mitochondrial fusion; S. cerevisiae fusion-defective mutant growth rescue, CellTiterGlo 48 h; Potency, µM (series often up to 46.1 µM), inactives show top-dose growth rescue (activation), hits mostly activators; 0.23% of 320,000 active;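 further: potency means the concentration at half of the fitted maximal effect; % of control where 0% means no effect; nearly all actives have a fitted effect of over 45% in size; temperature-sensitive fusion mutants such as fzo1-1 at 37 °C on non-fermentable ethanol glycerol medium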
#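 Growth-rescue viability read-out: after 48 h at the non-permissive 37C in glycerol/ethanol YPEG, yeast mitochondrial fusion mutants are measured by CellTiterGlo luminescence; compounds (23 nl pinned per well) restoring growth score as division inhibitors or fusion activators.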
# * hit, by the source's call; ? = inconclusive; . = no result given; [ ] = dose if it differs, or a comment. Unless noted, the call rests on the fitted dose curve; in most records, active means well fitted curve in the direction sought with a large enough effect; inconclusive means small, poorly fitted or top-dose-only effect, or another doubt; inactive means no such curve, though single readings can be large; an effect the other way counts as inactive or inconclusive.
SMILES,TCR activator,Eya2 phos inh,KCNH2 WT inh,USP2a block,TSHR antag,KCNH2 3.1 block,ELG1 repair inh,AT treatment,TRPV1 agonist,Mito fusion act
CC(=O)Nc1ccc(C(=O)N(C)C(C(=O)Nc2ccc(C)cc2)c2ccccn2)cc1 (stereo not drawn),2%[46.1 µM],7%,0,-1%,3,-1,9%,1%,1,-4%
Cc1ccc(-n2nnc(-c3cccnc3Cl)n2)cc1,-1%,7%,-6,0%,-6,14,?,-19%,7,1%
COc1ccc(S(=O)(=O)N2CCN(Cc3ccc4c(c3)OCO4)CC2)cc1F,-7%,9%,-9,-9%,18,-17,-27%,8%,-5,?
COc1ccc(S(=O)(=O)NCC(c2ccc(C)cc2)N2CCN(C)CC2)cc1OC (stereo not drawn),1%,-11%,-3,-1%,33,-2,?,.,-2,-2%
CCc1c(O)nc(SCC(=O)Nc2cc(C)on2)n(-c2ccccc2)c1=O,3%,-1%,8,1%,-6,22,1%,3%,1,0%
Clc1ccc(SCc2csc(N3CCOCC3)n2)cc1,-1%,-8%,-1,-2%,-5,3,?,-4%,16,-2%
Cc1[nH]c2ccccc2c1CCN(Cc1cccs1)C(=S)Nc1ccccc1,0%,4%,-3,-2%,26,-26,?,4%,3,15%
O=C(C[C@H]1C/C=C\C[C@H](NC(=O)OCC2c3ccccc3-c3ccccc32)C(=O)OC[C@@H]2CCCN2C1=O)NCCO,-4%,-6%,-2,0%,-5,13,16%,-5%,.,.
Cc1cccc(NC(=O)C2CCCN(c3cnccn3)C2)c1 (stereo not drawn),1%,-7%,4,0%,1,-9,9%,-4%,16,28%
O=S(=O)(c1ccc2c(c1)C(=NO)c1cc(S(=O)(=O)N3CCCCC3)ccc1-2)N1CCCCC1,6%,18%,-40,1%,-29,6,?,-7%,12,2%
O=C(C[C@H]1C(=O)N(Cc2ccccc2)C[C@@H]1Cc1ccccc1)Nc1ccccc1,-6%,1%,-5,0%,-29,0,?,17%,?,29%
Cn1nccc1C(=O)N1CCN(c2ccc(F)cc2)CC1,2%[46.1 µM],7%,2,0%,-2,6,12%,-3%,-5,0%
O=C(c1ccco1)N1CCCC(N2CCN(c3ccccc3F)CC2)C1 (stereo not drawn),3%,13%,3,-1%,17,.,-9%,-1%,3,2%
O=C(c1cccc(S(=O)(=O)Nc2cccc(C(F)(F)F)c2)c1)N1CCOCC1,-5%,0%,0,-1%,2,-5,0%,-15%,0,1%
COCCn1c(SCC(=O)Nc2ccc(NC(C)=O)cc2)nc2ccccc2c1=O,3%,-29%,12,0%,7,1,-2%,16%,9,-11%
O=C(O)c1cc(NC(=O)c2ccco2)cc(NC(=O)c2ccco2)c1,0%,1%,2,2%,-4,-9,4%,-1%,1,0%
Cc1cc(N2CCOCC2)c2c(N)c(C)cc(C)c2n1,4%,.,-1,.,.,11,.,.,0,-4%
O=c1c2c3c(sc2nc2n1CCCS2)CCCC3,4%,-3%,2,1%,10,5,?,3%,-3,16%
CC/C(=N/Nc1ccccc1)c1cnnc(-c2ccccc2)n1,0%[46.1 µM],-5%,-4,0%,16,7,26%,1%,0,?
COc1ccc(C(=O)N2CCN(c3ccc(NC(=O)Cc4ccccc4)cc3)CC2)cc1,.,6%,-25,-4%,15,-83*,9.2µM*,6%,1,1%
COc1ccc(C(=O)N=c2sc3c(C)ccc(OC)c3n2C)cc1,3%,12%,-9,1%,5,-7,?,14%,2,1%
COc1ccc(NC(=O)/C=C/c2ccc(C)o2)cc1S(=O)(=O)N1CCOCC1,-10%[46.1 µM],6%,-11,1%,6,4,?,-4%,1,-3%
Cn1c(=O)cc(SCC(=O)N2CCN(C(=O)c3ccco3)CC2)c2ccccc21,.,0%,-10,0%,24,0,22%,7%,.,8%
O=C1Cc2ccccc2C(c2ccc(Cl)cc2Cl)N1 (stereo not drawn),5%,-4%,2,9%,-11,-4,0%,-3%,-2,-1%
COC(=O)c1ccc(NC(=O)c2ccccc2)o1,8%,23%,-1,5%,-47,6,?,26%,-3,1%
# (next part)
SMILES,TCR activator,Eya2 phos inh,KCNH2 WT inh,USP2a block,TSHR antag,KCNH2 3.1 block,ELG1 repair inh,AT treatment,TRPV1 agonist,Mito fusion act
Cc1cccnc1NC(=O)c1ccc(NS(=O)(=O)c2ccc3[nH]c(=O)[nH]c3c2)cc1,10%,10%,-8,-1%,9,9,0%,7%,-1,-1%
O=C(CCC(=O)N1CCCC1)Nc1ccc([N+](=O)[O-])cc1,-2%,12%,-5,0%,-3,0,14%,3%,-2,0%
COc1ccc(C2=NO[C@@H]3C(=O)N(c4cccc(C)c4C)C(=O)[C@H]23)cc1OC,2%,1%,6,2%,7,14,4%,7%,0,-3%
COc1ccccc1/C=C/[C@@H]1C[C@H]2CN(Cc3cccc(Cl)c3)C(=O)[C@]23CCCN13,5%,3%,35,3%,-5,-10,?,0%,0,7%
CCc1nn(CC(=O)N2CCN(c3ccc(OC)cc3)CC2)c(=O)c2cc3occc3n12,1%,-10%,-24,2%,6,6,-4%,7%,1,1%
CCOC(=O)C1=NN(c2ccc(OC)cc2)C(c2ccccc2)CC1=O (stereo not drawn),3%[46.1 µM],-6%,5,-1%,-17,11,-4%,.,1,3%
COc1ccc(C(=O)O)cc1S(=O)(=O)N1CCSCC1,0%,8%,-9,0%,-11,0,-2%,4%,3,-1%
O=C(CSc1nnc(Cc2ccccc2)n1-c1cccc(Cl)c1)N1CCOCC1,.,2%,-8,2%,15,0,19%,-8%,?,-2%
COc1ccc(C(=O)NCC(=O)OCC(=O)N2CCC(C)CC2)cc1OC,4%,-1%,-3,0%,-2,28,-8%,4%,-1,-9%
COc1ccc(CC(=O)N2CCN=C2SCc2ccc([N+](=O)[O-])cc2)cc1,-4%,-6%,1,0%,-11,-48,?,3%,3,-9%
CC(=O)Nc1ccccc1-c1nc2ccc(C(=O)N3CCN(c4ccccc4)CC3)cc2[nH]c1=O,-1%[46.1 µM],5%,3,3%,3,18,-5%,3%,-1,0%
CCOC(=O)C1CCN(Cc2ccc(-c3ccccc3)cc2)CC1,2%,-9%,45,2%,-11,-16,1%,8%,-2,2%
Cc1cc(=O)n2[nH]c(C)cc2n1,2%,-20%,-5,0%,-16,12,-8%,2%,1,-3%
CC1CCC2(CC1)SCC(=O)N2c1ccccc1 (stereo not drawn),-4%[46.1 µM],0%,14,-1%,20,5,-5%,-6%,1,12%
O=C(CCc1ccccc1)NNC(=O)Nc1ccc(F)c(Cl)c1,-6%,1%,4,0%,11,7,-14%,4%,0,4%
CCc1c(O)nc2ccccn2c1=O,1%[46.1 µM],1%,1,3%,-5,-3,14%,-3%,1,-3%
Cc1ccc(S(=O)(=O)CCC(=O)OCc2nnc(-c3ccccc3)o2)cc1,0%,2%,11,4%,-1,-4,21%,5%,.,.
COCCCNC(=O)C[C@H]1C[C@H](C(=O)N2CCOCC2)[C@@]2(CCC3CCCC3)c3[nH]c4ccc(Cl)cc4c3CCN2C1=O,0%[46.1 µM],-4%,-2,3%,-1,-9,-12%,-4%[11.5 µM],.,.
CCOc1ccc(S(=O)(=O)NCCCl)cc1,15%,2%,2,1%,-2,-30,16%,-3%,-1,-12%
Cc1ccc(-c2nnc(CSc3nc(C(C)C)nc4sc(C)c(C)c34)o2)cc1,1%[46.1 µM],3%,2,1%,8,-21,13%,4%,1,3%
O=C(CN1C(=O)c2cccc3cccc1c23)N1CCN(Cc2ccc3c(c2)OCO3)CC1,0%,-1%,-4,0%,-6,0,?,.,4,4%
O=C(Nc1ccc(NC(=O)C2CCCCC2)nc1)c1ccccn1,-4%,1%,2,0%,22,-15,?,-4%,-2,1%
C=CCSc1nnc(NC(=O)c2ccc(N3CCCC3=O)cc2)s1,0%,-7%,-8,0%,-10,-3,?,3%,0,0%
Cc1cccc(OCCCc2c(C)n[nH]c2C)c1,4%,6%[15.4 µM],-3,-2%,-22,-75*,-17%,16%,7,-9%
Cc1ccccc1N(C(=O)c1csnn1)C(C(=O)NC(C)(C)C)c1cccs1 (stereo not drawn),-8%,-9%,4,1%,14,10,-12%,-2%,-1,-6%

# As a short view, part of the list above:
SMILES,TCR activator,Eya2 phos inh,KCNH2 WT inh,USP2a block,TSHR antag,KCNH2 3.1 block,ELG1 repair inh,AT treatment,TRPV1 agonist,Mito fusion act
COc1ccccc1/C=C/[C@@H]1C[C@H]2CN(Cc3cccc(Cl)c3)C(=O)[C@]23CCCN13,5%,3%,35,3%,-5,-10,?,0%,0,7%
CCc1nn(CC(=O)N2CCN(c3ccc(OC)cc3)CC2)c(=O)c2cc3occc3n12,1%,-10%,-24,2%,6,6,-4%,7%,1,1%
CCOC(=O)C1=NN(c2ccc(OC)cc2)C(c2ccccc2)CC1=O (stereo not drawn),3%[46.1 µM],-6%,5,-1%,-17,11,-4%,.,1,3%
COc1ccc(C(=O)O)cc1S(=O)(=O)N1CCSCC1,0%,8%,-9,0%,-11,0,-2%,4%,3,-1%

# Only part of the results is shown (hit frequency here may not be typical).
